# Compound activity (PubChem BioAssay)
# KCNQ2 inh: KCNQ2 channel blockers in CHO-K1 cells – cell-based, FluxOR thallium flux, B-score, primary screen (AID 2156). 20 min; stronger effect = lower value. O88943. B-score at 10 µM. hit rate 1.1% among 310,000;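 active = fluorescence ratio B-score at most minus 3 library SDs, with starting brightness B-score within 2 library SDs, cut at about -5.5 in these data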
# STK33 kinase inh: inhibitors of human STK33 kinase; AID 2661; inhibition, % at 10 µM; hit rate 0.073% among 320,000; purified STK33, MBP phosphorylation, ADP-Glo luminescence;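 active = inhibition at or above 25%, using the most active replicate where run in duplicate; inactive = inhibition below 25%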
# Target sequence (Q9BYT3 whole entry, looked up): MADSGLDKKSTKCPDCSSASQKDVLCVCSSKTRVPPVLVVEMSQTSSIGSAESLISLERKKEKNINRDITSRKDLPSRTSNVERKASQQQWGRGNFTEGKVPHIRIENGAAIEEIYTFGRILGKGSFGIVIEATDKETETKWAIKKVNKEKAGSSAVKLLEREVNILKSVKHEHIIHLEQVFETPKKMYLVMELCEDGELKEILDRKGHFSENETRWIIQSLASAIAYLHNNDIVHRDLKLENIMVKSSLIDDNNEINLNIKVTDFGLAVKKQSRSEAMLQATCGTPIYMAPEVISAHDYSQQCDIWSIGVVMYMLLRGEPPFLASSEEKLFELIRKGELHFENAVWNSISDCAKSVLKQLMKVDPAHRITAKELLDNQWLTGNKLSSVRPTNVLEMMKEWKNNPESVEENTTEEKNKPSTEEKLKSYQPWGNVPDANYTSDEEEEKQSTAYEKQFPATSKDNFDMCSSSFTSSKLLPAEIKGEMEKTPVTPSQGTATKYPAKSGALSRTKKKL
# OX1R antag: blocks the human orexin 1 receptor; O43613; OX1R-expressing cells, FRET antagonist read-out; inhibition, % at 6.6 µM; hit rate 1.8% among 330,000; in the data active = inhibition mostly above about 38%, no sharp cut-off; inactive = mostly below about 40%;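 also: 0% = agonist challenge alone and 100% = reference antagonist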
# Target sequence (O43613 whole entry, looked up): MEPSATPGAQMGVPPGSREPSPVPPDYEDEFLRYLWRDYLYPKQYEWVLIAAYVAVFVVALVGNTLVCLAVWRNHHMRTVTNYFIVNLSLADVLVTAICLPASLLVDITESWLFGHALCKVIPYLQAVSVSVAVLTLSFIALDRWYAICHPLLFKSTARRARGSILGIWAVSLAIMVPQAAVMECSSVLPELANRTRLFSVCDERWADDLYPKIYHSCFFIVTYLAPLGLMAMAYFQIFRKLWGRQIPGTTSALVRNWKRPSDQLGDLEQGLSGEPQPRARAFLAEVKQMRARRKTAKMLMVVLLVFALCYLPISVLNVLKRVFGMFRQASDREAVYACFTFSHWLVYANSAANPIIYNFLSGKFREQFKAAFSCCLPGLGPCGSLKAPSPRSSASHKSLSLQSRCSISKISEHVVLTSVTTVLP
# Starred values were filed as active, the others as inactive; i = inactive; x = no result given.
SMILES,KCNQ2 inh,STK33 kinase inh,OX1R antag
O=C(CCN1C(=O)/C(=C/c2ccc3c(c2)OCO3)SC1=S)Nc1ccccc1,i,0.2,11
CCOc1ccc(Cl)cc1CSc1n[nH]c(CC)n1,i,-1.0,10
CCN(CC)c1ccc(-n2c(C)c(C(C)=O)c(C(C)=O)c2C)cc1,i,x,12
O=C1c2cnc3ncnn3c2CC2c3ccccc3CCN12 (stereo not given),i,0.9,24
CCOC(=O)C1=C(Cn2cnc3ccccc32)NC(=O)NC1c1ccc(OC)cc1 (stereo not given),i,x,13
O=C(CN1C(=O)c2ccccc2S1(=O)=O)Nc1ncccn1,i,0.3,6
CN(NC1OC(=O)c2ccccc21)c1c([N+](=O)[O-])cc(C(F)(F)F)cc1[N+](=O)[O-] (stereo not given),i,-1.0,16
Cn1c(C=O)c(-c2ccc3cc[nH]c3c2)c2ccccc21,x,0.5,3
O=C(NCCc1ccccc1)C(=O)NCC1OCCCN1S(=O)(=O)c1ccc(F)cc1 (stereo not given),i,0.1,25
CCCC[C@@H]1CNC(=S)N1CCCc1cc(OC)c(OC)c(OC)c1,i,-2.5,17
CNC(=O)c1c(Cl)cnn1-c1ccc(F)cc1,i,-0.3,48
CCCCC[n+]1ccn(C2=C([O-])c3ccccc3C(=O)/C2=N\S(=O)(=O)c2ccc(Cl)cc2)c1,i,-1.1,33
CC(C)NC(=O)N(C)C[C@H]1Oc2ccc(NC(=O)Cc3ccccc3)cc2C(=O)N([C@H](C)CO)C[C@@H]1C,x,-2.2,1
COc1cc(/C=C2/C(=O)NN(c3cccc(C)c3)C2=O)ccc1OC(=O)c1ccco1,i,0.5,10
Cc1ccc(Cl)cc1NC(=O)COC(=O)c1ccc(N2CCCC2)c([N+](=O)[O-])c1,i,0.9,12
COc1ccc(CCNC(=O)COC(=O)C23CC4CC(CC(C4)C2)C3)cc1,i,-0.7,6
Nc1ccn(Cc2ccc(F)cc2)n1,i,x,-1
CCOC(=O)CC1C(=O)NCCN1C(=O)c1cc2c(=O)n3ccccc3nc2s1 (stereo not given),i,-1.2,30
CCOC(=O)N=Nc1c(O)n(C)c2ccccc12,i,-0.2,36
O=C(C1=C(O)C(=O)N(c2ncccn2)C1c1cccc(Cl)c1)c1ccco1 (stereo not given),i,-0.7,6
CC1CCN(Cc2cc(=O)oc3cc(O)c(Cl)cc23)CC1,i,-1.2,-2
CCCCCCOC(=O)Sc1nc2ccccc2o1,i,-0.6,14
Cc1cc(C)c(SCCc2ccncc2)c(C)c1,i,-0.6,7
N=c1sccn1CC(=O)Nc1ccc(S(=O)(=O)N2CCOCC2)cc1,i,-3.3,11
O=[N+]([O-])c1ccc(NC(=S)N2CCCC2)cc1,i,-0.4,10
O=C(COC(=O)/C=C/c1ccc([N+](=O)[O-])cc1)NCC1CCCCC1,x,-0.3,1
C=CCn1c(O)c(N=Nc2nc3ccccc3c(=O)n2-c2ccccc2)c2ccccc21,i,-0.7,7
CCCNC(=O)CN(c1ccc(F)c(Cl)c1)S(C)(=O)=O,i,-1.9,-2
COCCNC(=O)Cn1ccc2cc(S(=O)(=O)N3CCCCC3)ccc21,i,-0.8,13
O=C1CCC(C(=O)N2CCCCO2)CN1CCc1ccccc1 (stereo not given),i,0.1,4
O=C(O)CCSc1nnc(-c2ccccc2)n1-c1ccccc1,i,-0.6,9
COC(=O)/C=C(\C)NC(=O)c1cccs1,i,-0.8,17
CCOC(=O)C1CCN(S(=O)(=O)c2ccccc2)CC1,i,0.5,-8
CCOC(=O)c1c(NC(=O)CN2CCN(C(=O)c3ccco3)CC2)sc2c1CCCC2,i,-0.7,15
Cc1oc2nc(SCC(=O)NCc3cccnc3)nc(N)c2c1C,i,-1.9,14
CC(C)c1cc(C(=O)N2CCCC(CCC(=O)N3CCN(c4ccccn4)CC3)C2)no1 (stereo not given),i,4.1,10
O=[N+]([O-])c1c(NCCCO)cc(Sc2nc3ccccc3s2)c2nonc12,i,6.3,45*
O=C(CCC(=O)N1CCN(S(=O)(=O)c2ccccc2)CC1)NC1CCCc2ccccc21 (stereo not given),i,-1.7,11
O=C(NCc1nnc2n1CCCCC2)c1ccc(Cl)cc1Cl,i,-0.8,18
Cc1c2cn[nH]c(=O)c2c(C)n1Cc1ccc(F)cc1,i,-0.2,2
Cn1c(=O)n(C)c2cc(S(=O)(=O)NCCOCCO)ccc21,i,-2.2,6
O=C(CCn1c(SCC(=O)NCc2ccco2)nc2ccccc2c1=O)NCCc1ccccc1,i,-1.2,17
CCOc1ccccc1N1CCN(C(=O)c2cc(-c3cccnc3)nc3c(Cl)cccc23)CC1,i,-0.8,12
COc1ccc(S(=O)(=O)Cc2ccc(C(=O)N3CCN(Cc4ccccc4)CC3)o2)cc1,i,0.4,12
O=C(Nc1nnc(-c2ccccn2)o1)c1cccc(Cl)c1,i,2.1,13
CCOc1ccc2[nH]c(C(=O)N/N=C/c3ccc(OC)cc3)cc2c1,i,-1.6,x
O=C1/C(=C/c2ccccn2)SC(=S)N1NS(=O)(=O)c1ccccc1,i,-0.7,13
COCCNC(=O)C(c1ccc(F)cc1)N(Cc1ccco1)C(=O)CCC(=O)Nc1ccccn1 (stereo not given),i,-3.3,40
Cc1cc(C)n(-c2ccc(C(=O)OCC(=O)Nc3ccccc3[N+](=O)[O-])cc2)n1,i,-1.2,12
CNC(=S)Nc1ccc([N+](=O)[O-])c(C)c1,i,-0.2,13
O=C(Nc1ccccc1N1CCCCC1)C1CC(=O)N(c2ccccc2F)C1 (stereo not given),x,-1.6,1
COc1cc2nc(CN3CCN(S(=O)(=O)c4cc(C)ccc4C)CC3)[nH]c(=O)c2cc1OC,x,-0.2,7
COc1ccc(NC(=O)CN2CCN(S(=O)(=O)c3cccs3)CC2)cc1Cl,x,1.1,1
COc1ccc(C2CC(=O)c3cnc(N4CCc5ccccc54)nc3C2)c(OC)c1 (stereo not given),i,-0.7,10
Cc1cc(=O)oc2cc(OCC(=O)NCc3ccccn3)ccc12,i,9.9,28
CC(=O)Nc1c(C(=O)NCc2ccccc2)nnn1Cc1ccccc1,i,0.0,35
Cc1c(C(=O)OC2CCC(C)CC2)[nH]c2c1C(=O)CCC2 (stereo not given),i,-0.8,21
Cc1c(NC(=O)COC(=O)CSc2ccc(C(N)=O)cc2[N+](=O)[O-])c(=O)n(-c2ccccc2)n1C,i,0.1,71*
CCCCCOC(=O)C1=C(C)NC(=O)NC1c1ccc(OC)cc1 (stereo not given),i,-0.9,12
COc1ccc(-c2cn3c(C)c(C(=O)N4CCN(c5ccc(F)cc5)CC4)sc3n2)cc1,i,1.2,11

# Next section
SMILES,KCNQ2 inh,STK33 kinase inh,OX1R antag
CC(=O)N(Cc1ccc(F)cc1)C1=C(NCCc2ccccc2)C(=O)c2ccccc2C1=O,i,0.7,29
O=C(CN1CCN(S(=O)(=O)c2ccccc2)CC1)Nc1ccc2c(c1)CCC2,i,0.0,5
CC1(C)OC(=O)C(=CNc2ccccc2F)C(=O)O1,i,-1.0,8
CCCNC(=O)NC(=O)COC(=O)CC(NC(N)=O)c1ccc(Cl)cc1 (stereo not given),i,-0.1,14
CC1(C)Cc2c(sc(NC(=O)c3ccc(C(=O)c4ccccc4)cc3)c2C#N)C(C)(C)N1,i,-0.7,3
COc1ccc(-c2nn(-c3ccccc3)cc2/C=N/NC(=O)c2cccc(S(=O)(=O)Nc3ccccc3Cl)c2)cc1,i,-0.3,4
Cc1ccc(-c2ccnc3nc(Sc4ncc(C(F)(F)F)cc4Cl)nn23)cc1,i,-1.5,7
COc1ccc(CCN(C)C(=O)CN2C(=O)NC3(CCCCCC3)C2=O)cc1OC,x,-0.9,-3
Nc1nnc(CC(=O)N/N=C/c2ccc(-c3ccccc3)o2)s1,i,-3.3,15
O=C(Nc1ccc(Cl)cc1)N1CCN(Cc2ccc3c(c2)OCO3)CC1,i,-1.0,19
O=C(COC(=O)c1nn(-c2ccccc2C(F)(F)F)cc1O)c1ccc(OC(F)F)cc1,i,-0.2,11
O=C(COC(=O)CN1C(=O)C(=O)c2ccccc21)OCN1C(=O)c2ccccc2C1=O,i,-1.9,84*
Cc1ccc(C2=NOC3(CC(=O)N(c4ccccc4)C3=O)C2)cc1 (stereo not given),i,-1.3,0
CCCn1c(=O)[nH]c(=O)c2c1nc(-c1cc([N+](=O)[O-])ccc1Cl)n2CCOC,i,-2.0,41*
CCOc1ccccc1NS(=O)(=O)c1ccc(Br)s1,i,0.2,15
O=C(OCC(=O)N1CCN(C(=O)c2ccco2)CC1)c1cccc(S(=O)(=O)N2CCc3ccccc32)c1,i,-1.3,13
O=C(Nn1cnc2ccccc2c1=O)c1ccc([N+](=O)[O-])cc1Cl,i,-1.7,48
O=C(NCCCn1ccnc1)c1ccccc1NS(=O)(=O)c1ccc(F)c(F)c1,i,0.9,5
Cc1ccc(C)c(NC(=S)NCCc2ccc(F)cc2)c1,i,-0.2,20
O=C(NC1CCCCC1)c1ccc(-n2cnnn2)cc1,i,1.7,14
Cc1ccc(S(=O)(=O)N2CCOc3ccccc32)c(C)c1NS(C)(=O)=O,i,-1.9,16
Cc1ccc(OCCN2CCN(c3ncnc4sc(C)c(C)c34)CC2)cc1,i,1.4,44*
COCCOc1cc(NC(=O)CS(=O)(=O)CC(=O)N(C)C)c(Cl)cc1Cl,i,0.4,15
Cc1nn(CC(=O)NNC(=O)c2ccccc2F)c([N+](=O)[O-])c1Br,i,-1.5,8
C=CCNC(=O)C1CC2Cn3c(nc4cc5ccccc5cc43)C2N1C (stereo not given),i,-0.1,9
COc1ccc(NC(=O)CN2C(=O)NC(C)(c3ccc4c(c3)OCO4)C2=O)cc1S(N)(=O)=O (stereo not given),x,-1.8,12
CCCCCC(=O)Nc1cccc(C2=NOC3(C2)C[C@H](C(N)=O)N(C(=O)COc2ccc(Cl)cc2)C3)c1 (stereo not given in full),i,-2.5,18
Cc1nc(NCc2ccco2)[nH]c(=O)c1CCC(C)C,i,1.0,5
Nc1cc(C(=O)OCC(=O)N2CCOCC2)ccc1Cl,i,-0.4,16
CCOC(=O)CSCC(=O)Nc1c(C(=O)C2CC2)oc2ccccc12,i,-0.5,15
Cc1oc2cc3oc(=O)c(CC(=O)N[C@H](C(=O)N[C@@H](C(=O)O)c4ccccc4)C(C)C)c(C)c3cc2c1C,i,0.5,8
C/C(=N\NC(=O)c1nnn(-c2nonc2N)c1CN(C)C)c1ccco1,i,-0.6,13
CN(CC(=O)N1CCN(c2ncccn2)CC1)S(=O)(=O)c1ccc(Cl)cc1,i,0.8,18
CS(=O)(=O)c1ccccc1C(=O)Nc1cccc2ncccc12,i,-0.7,-1
O=C1CSCC(=O)N1Cc1ccc(Cl)c(Cl)c1,i,0.1,5
O=C(COC(=O)C12CC3CC(CC(O)(C3)C1)C2)NCCc1ccc(Cl)cc1,i,-1.1,16
O=C(CN1CCN(c2cccc(Cl)c2)CC1)c1ccc(O)cc1O,i,-1.3,12
COc1ccc(-c2csc3nc(-c4ccccc4F)oc(=O)c23)cc1OC,i,-1.6,47*
CCOC(=O)c1nc(C)n(-c2cc(OC)c(Cl)cc2Cl)n1,i,-0.2,6
O=C(O)Cn1cc(C(=S)N2CCOCC2)c2ccccc21,i,-1.2,20
CCCCNC(=O)c1cn(C)c2ccc(S(=O)(=O)N3CC(C)CC(C)C3)cc2c1=O (stereo not given),i,1.4,17
C#CCOCCOCCOCCNc1nc(N2CCN(C(=O)[C@H](CCC(=O)O)n3cc(C(N)Cc4ccc(O)cc4)nn3)CC2)nc(N2CCN(C(=O)[C@H](CCC(=O)O)n3cc(C(N)[C@H](C)CC)nn3)CC2)n1 (stereo not given in full),i,-0.6,8
CC1(C)CC(N2CCCC2)=CC(=[N+]2CCCCC2)C1,i,-1.3,2
